# mHTT CaM bind: disrupts binding of mutant huntingtin to calmodulin; P42858; AlphaScreen His-mHTT/GST-CaM binding, luminescence; inhibition, % at 15 µM; actives 3.6% (n = 190,000);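 further: 0% = both proteins with DMSO and 100% = one protein alone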
# Pf apPOL block: Pf-apPOL DNA polymerase inhibition | actives 0.25% (n = 210,000) | Recombinant Pf-apPOL, molecular beacon fluorescence, 1.5 h | inhibition, % at 10 µM
# An asterisk follows results filed as active; i = inactive; / = not tested or not shown; & = joins results of further samples. No stated cut-off is given here; in the data, active means inhibition above about 50%; inactive means the rest.
SMILES,mHTT CaM bind,Pf apPOL block
Cc1nc(N2CCOCC2)nc(N)c1[N+](=O)[O-],3,-4
Cc1cc(OCC(=O)NC(C)c2ccccc2)ccc1Cl (configuration not stated),-4,3
Cc1c(C(=O)NC2CC2)oc2ccc(S(=O)(=O)N3CCOCC3)cc12,4,-14
CCCCCCCCN1[C@@H](CC(=O)O)c2ccc(C(F)(F)F)cc2S1(=O)=O,-1,1
CN=C(NN)Nc1cc(C)c(C)cc1C,/,28
O=C1C(=CC2CCCCC2)CCc2ccccc21,/,-10
O=C(Cn1ccc2sccc2c1=O)Nc1cccc(F)c1,-3,-3
COc1ccc(C(=O)N2CC(=O)N3CCc4c(F)cccc4C3C2)cc1OC (configuration not stated),12,0
Cc1ccc(C)c(NC(=O)COc2c(C)cc(Cl)cc2Cl)c1,-6,-27
O=c1cc(-c2ccccc2Cl)oc2cccc(O)c12,-3,-2

# Of the compounds above, 3 contain a Cl atom:
SMILES,mHTT CaM bind,Pf apPOL block
Cc1cc(OCC(=O)NC(C)c2ccccc2)ccc1Cl (configuration not stated),-4,3
Cc1ccc(C)c(NC(=O)COc2c(C)cc(Cl)cc2Cl)c1,-6,-27
O=c1cc(-c2ccccc2Cl)oc2cccc(O)c12,-3,-2

# Remaining list, next part:
SMILES,mHTT CaM bind,Pf apPOL block
N#Cc1c(Nc2ccc(F)cc2)sc2c(O)cc(=O)[nH]c12,51*,-3
Cc1ccccc1CSCC(=O)Nc1ccc(C(N)=O)cc1,-4,-11
O=C1CCCc2oc3ccc(NS(=O)(=O)c4cc(Cl)ccc4Cl)cc3c21,-8,-4
COc1cc(CN2CCN(c3ccc(Cl)cc3)CC2)c([N+](=O)[O-])cc1OC,29,4
CCn1c(=O)c2ccnn2c2ccc(C(=O)NCc3ccccc3C(F)(F)F)cc21,-5,-3
O=C(NCCC1=CCCCC1)c1ccc(F)cc1,-9,-13
O=C(O)COCC(=O)NCCN1CCNC1=O,/,-7
Cn1c(C2CCN(C(=O)c3ccc(F)c(Cl)c3)C2)nc2ccncc21 (configuration not stated),2,-6
C=C(C)CSC1=C(C#N)C(c2ccc(OC)c(OCc3ccccc3)c2)CC(=O)N1 (configuration not stated),13,-8
O=c1c(-c2ccccc2)c(C(F)(F)F)oc2c3c(ccc12)OCN(CCCO)C3,-1,-5
CCOc1cccc(C(=O)N2CCCCC2CCN2CCCCC2)c1 (configuration not stated),-5,-8
CCCCNC(=O)c1cccc(C2CCCN(C(=O)Nc3ccccc3)C2)c1 (configuration not stated),7,3
COc1ccc(CN2CCN(C3CCN(C(=O)c4cccc(C)c4)CC3)C2=O)cc1,11,-1
CC(C)CN(CC(C)C)C(=O)c1noc2c1CCCCC2,-20,0
COc1cc(C2CC(=O)Oc3cc(O)ccc32)cc(OC)c1OC (configuration not stated),3,-5
CCCN(CCO)Cc1cccc(Cl)c1,-2,-5
Cc1ccc(S(=O)(=O)NC(=O)NCCNc2nccc(C(F)(F)F)n2)cc1,/,-1&-6
CC(=O)NC12CC3CCC(CC(C3)C1)C2,1,-7
C=CCCC1CN(Cc2ccc(OC)cc2)S(=O)(=O)c2c(cccc2N2CCCC2)O1 (configuration not stated),20,-5
O=C(NC1CCCCC1)C1CCc2sc(C(=O)N3CCOCC3)cc2C1 (configuration not stated),-5,1
O=C(NCc1ccc(F)cc1)C1CCCN(c2nccnc2Sc2ccccc2)C1 (configuration not stated),-5,-2
O=C1c2ccc(Br)cc2C(=O)N1CNc1ccc(F)cc1,9,3
CC(=O)c1nc2ccccc2n1Cc1ccccc1,-13,0
COc1ccc(OC)c(/C=C2/SC(=Nc3cccc(C)c3)NC2=O)c1,28,-2
CS(=O)(=NS(=O)(=O)c1ccc(-c2ccccn2)s1)c1ccc(Cl)cc1 (configuration not stated),/,0
O=C(COc1ccc(Br)cc1Br)Nc1ccc2c(c1)OCO2,-1,0
Cc1ccc(C(=O)N2CCC(Cc3ccccc3)CC2)cc1[N+](=O)[O-],4,0
CC(C)Cn1c(=O)c(N2CCN(C(=O)Nc3ccc(F)cc3F)CC2)nc2ccncc21,1,-6
COC(=O)c1ccc(C=C2Oc3cc(OC)cc(C)c3C2=O)cc1,7,-6
COc1cc(NC(=O)c2ccc(SC)cc2OC)c(OC)cc1Cl,-2,0

# Gathered by group, the compounds so far with a furan ring, fused or not (two)
SMILES,mHTT CaM bind,Pf apPOL block
Cc1c(C(=O)NC2CC2)oc2ccc(S(=O)(=O)N3CCOCC3)cc12,4,-14
O=C1CCCc2oc3ccc(NS(=O)(=O)c4cc(Cl)ccc4Cl)cc3c21,-8,-4

# Among those listed so far, two have a COOH group.
SMILES,mHTT CaM bind,Pf apPOL block
CCCCCCCCN1[C@@H](CC(=O)O)c2ccc(C(F)(F)F)cc2S1(=O)=O,-1,1
O=C(O)COCC(=O)NCCN1CCNC1=O,/,-7

# Next section:
SMILES,mHTT CaM bind,Pf apPOL block
CCC(=O)NCc1nc2c(n1C)CN(S(=O)(=O)c1cccc(C(F)(F)F)c1)CC2,1,-5
Cn1nc(-c2nc(-c3cccc(Cl)c3)no2)ccc1=O,2,1
COc1ccc(OC)c(CNC(=O)CN2CCN(C(=O)Nc3ccc(F)cc3)CC2=O)c1,-8,-4
CC(C)(C)CC(C)(C)N=C1Nc2ccccc2N[C@]12C[C@H]1CCCC(=O)N3CC[C@@H](C2)[C@@H]13,49,-6
Cn1c2ccc(Br)cc2c2nnc(SCC(=O)Nc3ccc(Cl)cc3)nc21,2,0
O=C(NCc1cccnc1)c1ccc2c(c1)NC(=O)c1ccccc1N2,4,-4
CCCc1nc(C)n2ccn(Cc3cccc(C#N)c3)c(=O)c12,2,1
COc1ccc(C2C(C(=O)c3cccs3)=C(O)C(=O)N2c2nnc(C)s2)cc1OC (configuration not stated),6,-6
CCOC(=O)N1CCN(Cc2ccc(OC)cc2)CC1,-3,-4
Cc1ccc(NS(=O)(=O)c2ccc(NC(=O)c3ccco3)cc2)c(C)c1,10,-8

# Structural class: the compounds so far with a CF3 group (five)
SMILES,mHTT CaM bind,Pf apPOL block
CCCCCCCCN1[C@@H](CC(=O)O)c2ccc(C(F)(F)F)cc2S1(=O)=O,-1,1
CCn1c(=O)c2ccnn2c2ccc(C(=O)NCc3ccccc3C(F)(F)F)cc21,-5,-3
O=c1c(-c2ccccc2)c(C(F)(F)F)oc2c3c(ccc12)OCN(CCCO)C3,-1,-5
Cc1ccc(S(=O)(=O)NC(=O)NCCNc2nccc(C(F)(F)F)n2)cc1,/,-1&-6
CCC(=O)NCc1nc2c(n1C)CN(S(=O)(=O)c1cccc(C(F)(F)F)c1)CC2,1,-5

# (cont.)
SMILES,mHTT CaM bind,Pf apPOL block
COc1cccc(COc2ccc3c(C)c(CC(=O)O)c(=O)oc3c2C)c1,24,-4
Cc1nc(NS(=O)(=O)CCOc2ccc(F)cc2)sc1C,-17,-7
CC(=O)C(=C(C)O)c1nc2ccccc2[nH]1,-7,-5
O=C(NC1CCCCC1)C1c2ccccc2C(=O)N1c1cccc(C(F)(F)F)c1 (configuration not stated),27,-10
C=CCNC(=O)c1c(Oc2ccc(F)cc2)nc(C)c(Cl)c1C,-8,-5
O=C(NCc1csc(C2CCN(C(=O)Cc3ccc(Cl)cc3)CC2)n1)C1CCC1,5,-2
CCCCN1CCN(C(=O)c2cn3ccccc3n2)CC1,3,-6
CCS(=O)(=O)NC1CCCCCCC1,1,0
COc1ccccc1CNc1ccccc1,3,-10
Cc1ccc2c(c1)C(c1ccccc1Cl)CC(=O)N2 (configuration not stated),-1,-4
CCOCCCNC(=O)c1cc(Sc2ccc(Cl)cc2)nc2ccccc12,1,-2
Cn1c(=O)c2c(nc3n(-c4ccccc4)c(-c4ccc(Cl)cc4)cn23)n(C)c1=O,-3,-4
CC(=NO)C(C)(C)Nc1ccc2c(c1)OCO2,/,2
O=C(NCc1ccc(F)c(Cl)c1)C1CCN(c2nnc(-c3ccccc3)o2)CC1,14,-2
COc1ccc(C(=O)Nc2c3c(nn2-c2ccc(F)cc2)CS(=O)(=O)C3)cc1OC,1,7
O=C(CN1CCC2(CC1)N=C(c1ccc(F)cc1)C(=O)N2)Nc1cccc(Cl)c1,11,-2
COc1ccc(C(=O)Nc2c3c(nn2-c2ccc([N+](=O)[O-])cc2)CS(=O)(=O)C3)cc1,3,0
O=C(Nc1nnc(CSCc2ccccc2)s1)c1ccc(F)cc1,1,-1
O=C(CC(c1ccccc1)c1ccccc1)NCCO,3,-2
CCC(=O)N1CCC(CCOc2ccccc2F)CC1,2,2
CCCCC1(C2CC(=O)N(c3cc(F)ccc3F)C2=O)C(=O)N(c2ccccc2)N(c2ccccc2)C1=O (configuration not stated),/,-4
CC(Sc1ccc(Cl)cc1)C(=O)O (configuration not stated),-7,-2
CN(C)CC1COCCN1C(=O)CC1CCCC1 (configuration not stated),2,4
Cc1ccc(CN2C(=O)NC3(CCN(C(=O)c4ccsc4)CC3)C2=O)cc1,2,-7
COc1ccc(C2CC(c3cccs3)=NN2C(=O)c2ccc(Br)o2)cc1 (configuration not stated),5,-17
O=C(Cn1c2c(c(-c3ccccc3Cl)cc1=O)CCC2)NCc1ccccc1Cl,13,0
NC(=NNC(=O)c1cccc(C(F)(F)F)c1)c1ccc(C(F)(F)F)cn1,/,-105&-155
Cc1nnc2ccc(-c3noc(Cc4cccc(Cl)c4)n3)cn12,0,1
O=S1(=O)c2ccc(Br)cc2OC[C@H](Cc2ccccc2)N1Cc1cn(Cc2ccc(F)cc2)nn1,-8,-2
Cc1cccc(N(CC(=O)Nc2cccc(Br)c2)S(C)(=O)=O)c1C,12,-7
CC(=O)c1cnc2cc(-c3ccc(Cl)cc3)nn2c1C,-8,-1
CC1=C(c2ccccc2)C(=O)NC1,/,-6&-2
FC(F)(F)c1ccn(-c2nc(-c3ccccc3)ns2)n1,/,-5
CC(=O)c1cccc(N2COc3ccc(Br)cc3C2)c1,32,0
CCC1CCC2(CC1)SCC(=O)N2c1ccc(F)c(Cl)c1 (configuration not stated),6,-6
CCOC(=O)C1CCN(C(=O)c2sccc2Cl)CC1,/,-6
COc1cccc(-c2cc(C(F)(F)F)nc(-n3nc(OC)c([N+](=O)[O-])c3C)n2)c1,-3,0
CCCS(=O)(=O)N1CCN(C(=O)CC(C)C)CC1,-2,10
CCOC(=O)N1CCN(C(=O)CSCC(=O)Nc2nc(-c3ccccc3)cs2)CC1,6,-12
N#C/C(=C\c1ccc(Br)cc1)c1nn(CCO)c(N)c1C#N,6,-1
CN(C)c1ccc(/C=C2\N=C(c3cc([N+](=O)[O-])ccc3Cl)OC2=O)cc1,7,-2
COCCNC(=O)C1c2cc(OC)c(OC)cc2C(=O)N(C)C1c1ccccc1F (configuration not stated),-9,-4
COc1ccc(CN2CC[C@H]3C=CC[C@@H](C(=O)Nc4ccccc4)[C@H]3C2=O)cc1OC,-6&11,-2&-2
Cc1cc(C)c2c(N3CCCC3)nc(C(=O)Nc3ccccc3C)nc2n1,23,4
COc1ccc2c(c1)OCC/C2=N\OC(=O)c1ccccc1OC,i,4
Cc1ccc(NC(=O)CSc2nc(C)cc(=O)[nH]2)c(C)c1,1,1
COc1ccccc1-c1cc(C(=O)N2CCN(S(=O)(=O)C3CC3)CC2)[nH]n1,-9,-11
O=C(Nc1cccc(Cl)c1)c1cc2n(n1)C(C(F)(F)F)CC(c1ccccc1)N2 (configuration not stated),8,-2
COc1ccc(C)cc1NC(=O)c1nn(C)cc1Br,-7,-2
CC(=O)N1CCc2[nH]c3ccc(C(=O)NCCN(C)C4CCCCC4)cc3c2C1,10,-1

# Continuation.
SMILES,mHTT CaM bind,Pf apPOL block
O=C1CC(N2CCC(c3ccncc3)CC2)C(=O)N1c1cc(Cl)cc(Cl)c1 (configuration not stated),26,-2
O=C(NCc1ccc(F)cc1)c1ccc(NC(=O)C2CCC2)cc1N1CCOCC1,0,0
CCc1ccc(-n2[nH]c3c(cnc4ccc(C(=O)N5CCC(C)CC5)cc43)c2=O)cc1,-2,-3
N=C1NC(=O)C(CC(=O)Nc2cccc(Cl)c2)S1 (configuration not stated),-5,2
O=C(Cn1[nH]c2c(cnc3ccc(F)cc32)c1=O)Nc1ccc(F)cc1,4,-1
NC(=O)c1c(NC(=O)c2ccc(NC(=O)C(F)(F)F)cc2)sc2c1CCCC2,20,1
Cc1cccc(Oc2ccc(-c3noc(-c4ccnn4C)n3)cc2)c1,-52,-1
Cc1sc2c(c1C)c(=O)n(-c1ccc(Cl)c(Cl)c1)c(=O)n2CC(N)=O,7,6
CCN(CC)C(=O)C1CC(=O)N(CCc2ccc(OC)c(OC)c2)C1 (configuration not stated),-3,-1
Cc1nc(CON=C(N)c2ccc(C(F)(F)F)cc2)cs1,/,-9
COc1cccc(C(=O)N2CCCC2C(=O)NCCc2csc(-c3ccccc3)n2)c1 (configuration not stated),-4,-1
c1ccc(CCSc2nc3ccccc3[nH]2)cc1,3,4
COC(=O)C(NC(=O)N1CCc2c(nc(-c3ccc(OC)cc3)[nH]c2=O)C1)C(C)C (configuration not stated),17,1
O=S1(=O)CC(N2CCC(Cc3ccccc3)CC2)CN1Cc1ccccc1 (configuration not stated),20,-1
CCC(=O)N1CCc2sc(S(=O)(=O)Nc3ccc(F)cc3Cl)cc2C1,13,-7
CC1(C)CC(=O)C2=C(C1)OC(N)=C(C#N)C2c1cccc(Br)c1 (configuration not stated),-5,-6
COc1ccccc1NC(=O)CSc1ncccc1C(=O)NCc1cccnc1,3,1
COC(=O)C(C)Oc1ccc2oc(=O)cc(-c3cc4cccc(OC)c4o3)c2c1 (configuration not stated),8,-8
Cc1ccc(C)n1-c1cc([N+](=O)[O-])ccc1N1CCN(S(=O)(=O)c2cn(C)cn2)CC1,/,-3
O=C(Nc1cccc(F)c1)N1CCCC1c1nc(-c2ccc(F)cc2F)no1 (configuration not stated),-7,-2
NC(=O)c1ccc(-n2nnnc2SCC(=O)NC2CCCCC2)cc1,-9,6
CNC(=O)N1c2ccccc2CCc2ccccc21,-4,-4
NC(=O)c1ccc(NC(=O)Cc2cn(Cc3ccc(Cl)cc3)c3ccccc23)cc1,1,-7
CC(C)CNC(=O)c1cn2c(n1)CCC(c1ccccc1)C2 (configuration not stated),2,-3
Cc1nc2c(C(=O)NC3CCCC3)c[nH]n2c(=O)c1Cc1ccc(Cl)cc1,55*,9
CCCn1c(=O)c(N2CCC(NC(=O)Nc3ccccc3C)CC2)nc2ccccc21,8,-3
CCOC(=O)N1CCN(C(C)=C2C(=O)c3ccccc3C2=O)CC1,9,-4
